# Screening data from PubChem BioAssay.
# APP 5'UTR act = activates APP 5'UTR luciferase reporter | hit rate 1% among 190,000 | AID 1276 | activation, % at 2 µM | SH-SY5Y APP 5'UTR luciferase reporter, luminescence; zero percent = DMSO vehicle wells;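 active = activation above a set limit, based on mean plus 3 SD of controls, cut at about 140% in these data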; note: values of inactives mirror those of a sister screen read the other way
# STAT1 blocker = STAT1 signaling inhibition; NIH 3T3 STAT1-luciferase reporter, IFN-gamma, luminescence; inhibition, % at 5.5 µM; hit rate 0.35% among 200,000;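 active = inhibition above a set limit, the mean inhibition across all tested compounds plus 3 SD, cut at about 34% in these data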;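 note: 0% = IFN-gamma with DMSO and 100% = IFN-gamma with 300 µM nifuroxazide; values of inactives mirror those of a sister screen read the other way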
# RAM inhibit = blocks the yeast RAM network. inhibition, % at 50 µM. S. cerevisiae dse1pr::URA3 reporter, 5-FOA growth OD615, 2 d; analog-sensitive cbk1-as2 kinase mutant strain. hit rate 1.8% among 190,000;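 active = inhibition above a set limit, 3 SD over mean compound inhibition, cut at about 8.4% in these data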;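 note: 0% = DMSO-only wells with no growth and 100% = 10 µM 1-NA-PP1 full growth; inhibition rescues growth on 5-FOA so higher OD means more RAM inhibition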
# STAT1 act = increases IFN-gamma driven STAT1 reporter signal. NIH 3T3 STAT1-luciferase reporter, luminescence; 100% = IFN-gamma alone, no compound. activation (% of control), % at 5.5 µM. hit rate 2.6% among 200,000. AID 932;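 active = activation above the screen-wide mean activation plus 3 SD, cut at about 130% in these data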;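 note: raw ratio to IFN-gamma control signal so 100% means no change and 0% no light; values of inactives mirror those of a sister screen read the other way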
# APP transl inh = APP translation inhibition; AID 1285; inhibition, % at 2 µM; SH-SY5Y APP 5'UTR-luciferase reporter, luminescence; hit rate 0.82% among 190,000;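 active = inhibition above a set limit, derived from the sample mean plus 3 SD, cut at about 45% in these data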; note: values of inactives mirror those of a sister screen read the other way
# NF-kB neuron act = NF-kB expression increase, human neuronal cells; fold change at 12.5 µM; hit rate 1.6% among 190,000; AID 1239; NF-kB reporter expression; stronger effect = higher value; in the data active = fold change above about 3.3
# Hsp70 activator = transcriptional activators of Hsp70; HeLa Hsp70 promoter luciferase reporter, luminescence; scaled: vehicle 0, proteasome-inhibitor control 100%; activation, % at 10 µM; hit rate 0.04% among 200,000; AID 1203;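 active = activation above the mean across all tested compounds plus 3 SD, cutoff set per campaign, cut at about 5.5% in these data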;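 note: 100% = MG132 at 30 µM as the positive control and 0% = DMSO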
# FLuc inh counter = Photinus pyralis luciferase inhibition counter-screen; P08659; ATPLite firefly luciferase biochemical luminescence, 10 min; inhibition, % at 10 µM; hit rate 1.5% among 200,000; AID 1006;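 active = inhibition above about 50% when tested at 10 µM, limit read from the data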
# Target sequence (P08659 whole entry, looked up): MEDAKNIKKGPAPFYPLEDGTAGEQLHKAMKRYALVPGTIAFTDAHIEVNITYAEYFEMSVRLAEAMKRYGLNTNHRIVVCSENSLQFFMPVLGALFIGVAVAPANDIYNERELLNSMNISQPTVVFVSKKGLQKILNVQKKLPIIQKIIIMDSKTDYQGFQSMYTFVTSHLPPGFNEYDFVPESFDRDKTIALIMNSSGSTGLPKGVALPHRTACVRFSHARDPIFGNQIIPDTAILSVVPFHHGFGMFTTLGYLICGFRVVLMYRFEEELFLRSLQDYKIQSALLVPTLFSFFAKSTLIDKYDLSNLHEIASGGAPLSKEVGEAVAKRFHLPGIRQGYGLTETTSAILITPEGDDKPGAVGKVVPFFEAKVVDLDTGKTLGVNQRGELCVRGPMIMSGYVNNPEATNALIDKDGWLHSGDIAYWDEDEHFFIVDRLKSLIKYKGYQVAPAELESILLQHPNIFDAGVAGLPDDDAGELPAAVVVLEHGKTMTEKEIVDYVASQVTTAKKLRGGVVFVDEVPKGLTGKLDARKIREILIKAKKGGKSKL
# STAT3 act = increases IL-6 driven STAT3 reporter signal; U3A cells, IL-6 STAT3-luciferase reporter, luminescence; 100% = signal with IL-6 EC80 alone; activation (% of control), % at 5.6 µM; hit rate 0.91% among 190,000;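 active = activation above the screen-wide mean of compound activation plus 3 SD, cut at about 130% in these data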;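 note: 0% = background luminescence of wells with medium and substrate only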
#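 Material: human U3A cells carrying STAT3-luciferase construct. Measured by: reporter luminescence signal. Timing: compound 1 h, then IL-6 6 h at 37 °C.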
# STAT3 blocker = reduces IL-6 driven STAT3 reporter signal | inhibition, % at 5.5 µM | U3A cells, IL-6 STAT3-luciferase reporter, luminescence; host cell line lacks STAT1 | hit rate 0.89% among 190,000;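 active = inhibition above the mean inhibition across all screened compounds plus 3 SD, cut at about 44% in these data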;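 note: 0% = DMSO only wells and 100% = 100 µM nifuroxazide control wells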
# An asterisk follows results filed as active; . = not tested or not shown.
SMILES,APP 5'UTR act,STAT1 blocker,RAM inhibit,STAT1 act,APP transl inh,NF-kB neuron act,Hsp70 activator,FLuc inh counter,STAT3 act,STAT3 blocker
Cn1ncc(Cl)c1C(=O)N1CCN(C(=O)c2ccco2)CC1,1,3,1.7,98,-1,1.1,-0.2,-3,101,-2
CC(C)(C)n1nnnc1C(c1ccc(F)cc1)N1CCN(Cc2ccc3c(c2)OCO3)CC1 (configuration not stated),21,1,-1.0,99,-21,0.9,-0.2,-7,101,3
O=C(Nc1ccc(S(=O)(=O)N2CCCCC2c2cccnc2)cc1)c1ccccc1F (configuration not stated),23,8,0.7,94,-23,0.77,-0.3,-5,101,4
O=C(COc1ccc(C(=S)N2CCOCC2)cc1Cl)Nc1ccccc1Cl,44,-11,3.5,109,-44,0.97,0.1,-4,86,19
c1ccc2c(c1)oc1c(NCC3CCCO3)ncnc12 (configuration not stated),25,-14,0.1,112,-25,1.2,0.3,-4,110,-7
CC(NC(=O)c1cc(S(=O)(=O)N(C)C)ccc1N1CCCC1)C1CC2CCC1C2 (configuration not stated),0,6,1.8,93,0,1.1,0.2,-7,101,9
COc1ccc(/C=C(\C#N)C(=O)N=CN(C)C)cc1,-18,-2,2.3,101,18,1.5,-0.2,37,108,-1
Cc1cnn(C(=O)c2ccccc2Br)c1,0,-2,1.8,103,0,1.1,0.3,-3,103,1
COc1ccc2c(c1)c1ncnc(N3CCN(Cc4ccc5c(c4)OCO5)CC3)c1n2C,13,6,2.0,94,-13,0.64,-0.5,1,93,13
O=C1CC2c3ccccc3C1C1C(=O)N(Cc3ccccc3)C(=O)C21 (configuration not stated),33,-5,-0.1,105,-33,1.1,-0.1,-1,97,8
Cc1nc2c(C(=O)NCc3ccccc3Cl)c[nH]n2c(=O)c1Cl,-9,-8,0.0,108,9,0.96,-0.2,-7,110,-6
COc1cc(CNc2nc3ccccc3n2C)cc(OC)c1OC,-11,-1,3.6,100,11,1.1,0.1,-8,91,14
Cc1ccnc(SCCn2c(N3CC(C)CC(C)C3)nc3c2c(=O)n(C)c(=O)n3C)n1 (configuration not stated),4,2,2.4,98,-4,0.85,-0.7,-12,105,0
O=C(Cc1c[nH]c2ccccc12)NCc1ccc2c(c1)OCO2,8,-12,1.1,111,-8,1.2,0.0,5,138*,-40
COc1ccc(/C=C(/Sc2nnc(-c3ccc(Cl)cc3)o2)C(=O)O)cc1,6,9,4.5,92,-6,0.96,-0.2,-4,93,8
C=CCNC(=O)C1CCN(c2ccc(S(=O)(=O)N3CCOCC3)cc2Cl)CC1,26,5,3.2,94,-26,0.86,0.0,-8,105,-3
CCOc1cc(-c2noc(N)c2C#N)cc(OCC)c1OCC,19,40*,3.1,64,-19,1.3,0.0,3,91,14
CN(C)S(=O)(=O)N1CCC(Oc2ccc(C(=O)NCC(C)(C)CO)cc2)CC1,8,-7,1.0,104,-8,1.1,-0.1,-4,102,4
CCCCCn1c(=O)c(Cc2ccccc2)c(O)c2ccccc21,10,4,2.3,96,-10,0.94,0.0,-7,106,-4
Cc1c(C#N)c2ccccc2n1CC(=O)N1CCCC1,3,-11,0.5,110,-3,0.97,-0.2,3,102,0
O=C(CN1C(=O)c2ccccc2C1=O)N1CCN(C(=O)c2ccco2)CC1,.,12,0.1,89,.,1,-0.1,-3,97,10
O=C(O)CCCNS(=O)(=O)c1ccc(NCc2ccccc2)c(C(=O)O)c1,-3,1,0.0,99,4,1,0.0,-1,97,6
COc1ccccc1CNC(=O)C/C(C)=N/NC(=O)Cc1ccccc1,23,-4,0.5,104,-23,1,0.1,-5,100,1
CC1CN(Cc2cnc(Cl)s2)CC(C)O1 (configuration not stated),-2,-7,-0.7,104,2,1.3,-0.5,-5,103,1
Cc1cccc(N2CCN(Cc3nc(CC4CC4)no3)CC2)n1,-2,-6,-1.2,104,2,1,-0.1,-8,104,-1
COc1cc2cc(CN(CCCN3CCOCC3)Cc3nnnn3Cc3ccccc3)c(=O)[nH]c2cc1OC,24,-1,-0.2,99,-24,0.93,-0.1,-8,104,3
O=C(NCc1cccs1)C(=O)c1cn(CC(=O)N2CCCC2)c2ccccc12,20,-11,1.6,109,-20,1.1,-0.3,0,111,-9
CCS(=O)(=O)c1ccc2oc(SCC(=O)NCCc3ccc(OC)cc3)nc2c1,11,-2,0.4,101,-11,1.6,-0.3,0,101,0
O=C(/C=C/c1ccc(F)cc1)NCCc1ccc2c(c1)OCCO2,2,8,1.5,93,-2,1.6,-0.4,-1,105,-10
CCOC(=O)c1cccc(NC(=O)C2CCN(S(=O)(=O)c3cnc[nH]3)CC2)c1,-6,9,2.3,92,6,1.3,-0.3,-9,101,3
Cc1cc(C)nc(SCCN2CCOCC2)n1,-3,-10,0.1,109,3,1.3,0.0,-3,102,-2
Cc1ccc(S(=O)(=O)CC(O)COc2ccc(F)cc2Cl)c(C)c1 (configuration not stated),-6,6,-2.3,93,6,0.9,-0.1,0,105,1
O=C(N/N=C/c1cccc(F)c1)c1cc(-c2ccco2)nc2ccccc12,16,-3,4.8,101,-16,1.3,0.2,42,111,-2
CCC(C)NC(=O)CNC(=S)N(CCCN1CCOCC1)Cc1cccs1 (configuration not stated),-10,6,1.0,95,10,1.2,0.1,-8,102,-2
CCN(CC)C(=O)/C(=C/c1ccc2c(c1)OCO2)NC(=O)c1ccc(Br)cc1,-3,-3,1.2,102,3,1,0.1,-7,105,-2
CCCCc1c(C)nc(N)[nH]c1=O,7,7,1.4,94,-7,1.6,0.5,1,103,-2

# Another view of some results above:
# Fields – APP 5'UTR act	STAT1 blocker	RAM inhibit	STAT1 act	APP transl inh	NF-kB neuron act	Hsp70 activator	FLuc inh counter	STAT3 act	STAT3 blocker
- COc1cc2cc(CN(CCCN3CCOCC3)Cc3nnnn3Cc3ccccc3)c(=O)[nH]c2cc1OC
 : 24	-1	-0.2	99	-24	0.93	-0.1	-8	104	3
- O=C(NCc1cccs1)C(=O)c1cn(CC(=O)N2CCCC2)c2ccccc12
 : 20	-11	1.6	109	-20	1.1	-0.3	0	111	-9

# Further compounds:
SMILES,APP 5'UTR act,STAT1 blocker,RAM inhibit,STAT1 act,APP transl inh,NF-kB neuron act,Hsp70 activator,FLuc inh counter,STAT3 act,STAT3 blocker
Cc1cccc(N2CSC3=C(C#N)C(c4ccc(C)o4)CC(=O)N3C2)c1 (configuration not stated),6,14,1.4,93,-6,1.5,-0.1,2,97,5
Oc1ccc(Cl)cc1N=Cc1sc2ccccc2c1Cl,22,9,2.2,91,-22,1.9,-0.1,-3,107,5
COC(=O)c1ccc(CN2CCC(CO)(Cc3cccc(OC)c3)CC2)cc1,36,5,-0.7,95,-36,0.95,-0.2,-6,109,-4
CCOC(=O)C(=NCCOC)NNc1cc(Cl)ccc1Cl,-14,4,0.0,96,14,0.89,-0.2,2,103,0
O=C(O)c1ccccc1C(=O)c1ccc(Br)s1,-14,-3,1.5,103,14,0.86,-0.1,-2,102,7
O=C1N(C2CCCC2)C[C@@H]2C[C@@H](c3cccn3-c3ccccn3)N3CCC[C@@]123,-5,10,-0.3,89,5,1.1,0.0,-7,105,0
[O-]/[N+](=C/c1ccc(F)cc1)c1ccc(Cl)cc1,39,-15,1.6,114,-39,4*,-0.2,15,120,-17
c1ccc(C2=NNC(=NC3CC3)SC2)cc1,22,27,2.2,76,-22,2.2,-0.3,62*,42,74*
O=C(NCCN1C(=O)S/C(=C\c2cccnc2)C1=O)C1=NN(c2ccccc2)C(=O)CC1,20,-6,-0.1,102,-20,0.96,-0.1,-7,97,8
O=C(Nc1ccc2nsnc2c1)NC1CCCCC1,92,-34,2.6,131*,-92,3.8*,-0.2,50,107,-8
Cc1cc(NC(=O)c2cnn3cccnc23)no1,12,-27,0.7,124,-12,1.9,-0.1,-1,98,7
Cc1nn(Cc2c(F)c(F)c(F)c(F)c2F)c(C)c1NC(=O)c1ccc(COc2cc(Cl)ccc2Cl)cc1,24,-14,2.5,113,-24,1.9,0.1,-3,100,4
Cc1cc(C)n(C(=O)C(C(=O)c2ccccc2)C(C)C)n1 (configuration not stated),-11,9,0.4,92,11,1.2,-0.2,-4,108,-8
CCN1CCN(CC(O)COCc2ccccc2)CC1 (configuration not stated),3,7,1.3,95,-3,1.2,0.1,-3,105,1
COc1ccc(NC(=O)Cn2nnc(-c3ccccc3NS(=O)(=O)c3ccccc3)n2)cc1,17,18,5.8,84,-17,0.85,-0.4,-5,91,9
CCCC1=C/C(=C/c2ccc(-c3ccccc3OC)o2)C(=O)O1,2,-5,7.7,105,-2,1.1,-0.6,-8,106,-3
CCOC(=O)C1=C(C)OC(N)=C(C#N)C1c1cc2c(cc1Br)OCO2 (configuration not stated),-2,20,0.9,81,2,1.4,-0.2,-6,103,1
O=C(CN1CCCC1)Nc1ccccc1Sc1ccc(Cl)cc1,3,-5,-1.7,104,-3,0.86,-0.6,-3,107,-4
CC(=O)Nc1sc2c(c1CN1CCN(c3ccccn3)CC1)CCCC2,2,-19,1.6,117,-2,1.1,-0.4,-2,99,5
CCC1Oc2ccccc2N(CC(=O)NCc2cccs2)C1=O (configuration not stated),18,2,1.9,97,-18,1.1,-0.2,-4,106,5
O=C(CSc1nc(-c2cccs2)cc(C(F)(F)F)n1)NCCCN1CCOCC1,0,-7,0.3,105,0,1.1,-0.5,-2,98,3
CN(C)CCCN(C(=O)c1sc2ccccc2c1Cl)c1nc2ccc(F)cc2s1,65,-27,-1.0,124,-65,1.1,-0.1,19,132,-35
CS/C(=N\S(=O)(=O)c1ccc(N)cc1)NS(=O)(=O)c1cccs1,-13,-1,0.4,101,13,1.1,-0.2,-9,110,-7
O=C(O)CSc1nc(SCc2ccccc2Cl)nc2c1CCCC2,.,2,4.1,98,.,1.1,0.0,-8,100,5
Cn1c(Cn2c(=O)sc3ccccc32)nnc1SCC(=O)Nc1ccc2c(c1)OCO2,-19,1,-0.1,100,19,1,-0.3,.,96,5
Cc1nc2ccccc2n1CC(O)Cn1c(C(F)(F)F)nc2ccccc21 (configuration not stated),5,4,1.2,97,-5,1.2,0.1,-5,103,-3
Cc1ccc(CNC(=O)COC(=O)c2cnc(C)cn2)cc1,-8,-4,1.9,101,8,1.1,0.6,-10,92,12
COc1cccc(C2CN(c3ccc(F)cc3F)N=C2c2cccs2)c1OC (configuration not stated),-10,3,5.9,97,10,1.1,0.2,-7,95,10
COC(=O)C1=C(CSc2nncn2C)NC(=O)NC1c1ccc(F)cc1 (configuration not stated),14,-5,1.2,104,-14,1.1,-0.2,-10,105,-2
COc1cc(CNC2CCCCCC2)cc(OC)c1,20,3,0.8,97,-20,0.92,-0.4,-7,106,-2
COC(=O)c1cc(C(=O)N2CCN(c3ccccc3OC)CC2)cc([N+](=O)[O-])c1,-92,-13,0.6,111,92*,1.6,0.0,-6,109,-8
CCCNS(=O)(=O)c1ccc(OCC(=O)OC)cc1,3,-4,-0.1,103,-3,1.2,-0.1,-6,102,1
Cc1ccc(C(=O)COC(=O)CSc2cccc3cccnc23)c(C)c1,0,-8,.,107,0,.,0.2,.,107,-3

# As entered above.
# Result of O=C(CN1CCCC1)Nc1ccccc1Sc1ccc(Cl)cc1 in STAT1 act: 104
# Result of CCC1Oc2ccccc2N(CC(=O)NCc2cccs2)C1=O (configuration not stated) in RAM inhibit: 1.9
# Result of COc1cc(CNC2CCCCCC2)cc(OC)c1 in APP 5'UTR act: 20
